STAT1 act = STAT1 signaling activators, primary screen, cell-based, HTS, luciferase reporter; NIH 3T3 STAT1-luciferase reporter, IFN-gamma, luminescence; 100% = IFN-gamma alone, no compound; activation (% of control), % at 5.5 µM; 2.6% of 200,000 active; AID 932, 2007;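 active means activation above the screen-wide mean activation plus 3 SD, cut at about 130% in these data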;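 further: raw ratio to IFN-gamma control signal so 100% means no change and 0% no light; values of inactives mirror those of a sister screen read the other way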
FLuc act counter = FLuc activators, initial screening, artefact control for FLuc-dependent activation tests, biochemical, ATPlite luminescence; Luciferin 4-monooxygenase (Photinus pyralis), P08659; 200,000 tested, under 10 active; activation factor at 10 µM; ATPlite luciferase biochemical, 10 min; 0 = ATP-free wells, 1 = DMSO control;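 active means luciferase activation factor, scaled between plate controls, of at least 2 with compound at 10 µM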
Target sequence (P08659 whole entry, looked up): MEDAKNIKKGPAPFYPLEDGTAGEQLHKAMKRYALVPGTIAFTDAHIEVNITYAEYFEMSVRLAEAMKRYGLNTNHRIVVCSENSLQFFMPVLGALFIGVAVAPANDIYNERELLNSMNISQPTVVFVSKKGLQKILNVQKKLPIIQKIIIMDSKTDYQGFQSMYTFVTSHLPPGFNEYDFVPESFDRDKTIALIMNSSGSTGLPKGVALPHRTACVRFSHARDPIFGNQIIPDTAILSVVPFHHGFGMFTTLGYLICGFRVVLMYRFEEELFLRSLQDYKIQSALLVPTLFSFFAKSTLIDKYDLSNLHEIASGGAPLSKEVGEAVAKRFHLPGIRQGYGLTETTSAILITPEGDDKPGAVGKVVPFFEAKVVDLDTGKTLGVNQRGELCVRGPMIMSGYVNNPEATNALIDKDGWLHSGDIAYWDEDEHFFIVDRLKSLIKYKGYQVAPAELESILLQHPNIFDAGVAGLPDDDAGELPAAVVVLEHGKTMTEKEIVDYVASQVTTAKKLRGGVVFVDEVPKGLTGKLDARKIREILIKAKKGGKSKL
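Material: luciferase plus luciferin reagent, cell-free. Medium: PBS buffer for ATP. Also added: ATP substrate, dispensed from a 10.24 µM working solution in PBS. Doses: test compounds dosed from 2 mM stocks in 100% DMSO. Incubation: 10 min post-reagent at room temperature. Technique: light output (luminescence). Read-out basis: luminescence gain marking luciferase activators.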
Efa HMGR inh = inhibitors of E. faecalis class II HMGR, primary screen, biochemical, Enterococcus faecalis. HMG-CoA reductase (Enterococcus faecalis, mvaE). purified E. faecalis HMGR, NADPH absorbance 340 nm kinetic. inhibition, % at 10 µM. 0.41% of 190,000 active. AID 1066, 2008;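 active means inhibition above a set limit, the median over all tested compounds plus 3 SD, cut at about 9.5% in these data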;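 further: enzyme runs in reverse so mevalonate oxidation gives rising NADPH absorbance; 0% = complete reaction with DMSO and 100% = background rate lacking mevalonate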
APP 5UTR inh = inhibitors of APP translation via 5'UTR reporter, primary screen, APP 5'UTR luciferase, SH-SY5Y cells | SH-SY5Y APP 5'UTR-luciferase reporter, luminescence | inhibition, % at 2 µM | 0.82% of 190,000 active | AID 1285, 2008;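 active means inhibition above a set limit, derived from the sample mean plus 3 SD, cut at about 45% in these data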; further: values of inactives mirror those of a sister screen read the other way
G6PDH CS = L. mesenteroides G6PDH inhibitors, counter-screen for G6PDH-coupled screening assays, biochemical, Leuconostoc mesenteroides enzyme. Purified L. mesenteroides G6PDH, diaphorase/resazurin coupled fluorescence, 45 min. inhibition, % at 5 µM. glucose-6-phosphate dehydrogenase [Leuconostoc mesenteroides]. 0.12% of 200,000 active; in the data active means inhibition above about 50%
Redox H2O2 prof = compounds producing H2O2 with reducing agent – biochemical, NIH compound library profiling, artefact control for MLSCN library redox annotation, primary screen | DTT-dependent redox cycling H2O2, phenol red/HRP absorbance; 100% = 100 µM peroxide control, 0% = buffer | activation, % at 10 µM | 0.03% of 200,000 active | AID 878, 2007;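 active means activation of at least 50% relative to the plate's high and low controls in the primary single-dose screen; inactive means activation below 50%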;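 further: compound incubated with DTT at 0.8 mM final as the reducing agent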
Hsp70 activator = Hsp70 transcriptional activators, primary screen, cell-based, HeLa, Hsp70 promoter luciferase, luminescence, 10 µM | activation, % at 10 µM | 0.04% of 200,000 active | AID 1203, 2008 | HeLa Hsp70 promoter luciferase reporter; scaled: vehicle 0, proteasome-inhibitor control 100%;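 active means activation above the mean across all tested compounds plus 3 SD, cutoff set per campaign, cut at about 5.5% in these data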;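 further: 100% = MG132 at 30 µM as the positive control and 0% = DMSO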
FLuc inh counter = firefly luciferase enzyme inhibitors, primary screen, artefact control for luciferase-based inhibitor screens, biochemical, luminescence, ATPLite | Luciferin 4-monooxygenase (Photinus pyralis), P08659 | 1.5% of 200,000 active | inhibition, % at 10 µM | AID 1006, 2008 | 10 min;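 active means inhibition above about 50% when tested at 10 µM, limit read from the data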
NF-kB expr up = activators of NF-kB expression in neurons, primary screen, cell-based, HTS | human neuronal cells, NF-kB reporter expression; active compounds read high | fold change at 12.5 µM | 1.6% of 190,000 active; in the data active means fold change above about 3.3
APP 5'UTR act = activators of APP 5'UTR luciferase reporter, primary screen, SH-SY5Y cells. SH-SY5Y APP 5'UTR luciferase reporter, luminescence; zero percent = DMSO vehicle wells. activation, % at 2 µM. 1% of 190,000 active. AID 1276, 2008;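 active means activation above a set limit, based on mean plus 3 SD of controls, cut at about 140% in these data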; further: values of inactives mirror those of a sister screen read the other way
Numbers without * were called inactive; · = not tested or not shown. Compounds were not picked by outcome, and some 5.3% of all compounds hit somewhere here.

SMILES | STAT1 act | FLuc act counter | Efa HMGR inh | APP 5UTR inh | G6PDH CS | Redox H2O2 prof | Hsp70 activator | FLuc inh counter | NF-kB expr up | APP 5'UTR act
CC(=O)NC(=S)Nc1ccccc1C(=O)Nc1ccccc1 | 101 | 1 | 0 | -4 | -6 | -0.3 | -0.2 | 1 | 1.5 | 4
O=C(/C=C/c1cccc(Oc2ccccc2)c1)N1CCOCC1 | 139* | 0.8 | 5 | -145 | 4 | -1.8 | -0.1 | 18 | 2.6 | 145*
CC1(C)CC(=O)c2cc(NC(=O)c3ccccc3)c(=O)oc2C1 | 115 | 0.9 | -10 | -4 | 1 | 0.4 | -0.5 | 14 | 1.5 | 4
O=C(Cn1cc(C(=O)c2cccs2)c2ccccc21)NCc1ccc2c(c1)OCO2 | 101 | 1.1 | -6 | · | 10 | -0.2 | 0.3 | -6 | 0.79 | ·
Cc1ccc(SCCNC(=S)Nc2ccccc2)cc1 | 102 | 1 | -3 | -23 | -9 | 0.4 | -0.1 | 2 | 0.9 | 23
Cc1cc(NC(=O)CSc2nc3ccsc3c(=O)n2CCCCC(=O)O)no1 | 101 | 1.1 | 2 | -6 | 16 | -4.8 | -0.1 | -10 | 0.98 | 6
O=C(CNS(=O)(=O)c1ccccc1)OCC(=O)c1cccc([N+](=O)[O-])c1 | 105 | 1 | -2 | 1 | -3 | -0.5 | -0.2 | 1 | 1 | -1
O=C(C[n+]1ccccc1)N/N=C/c1ccc(F)cc1 | 108 | 1 | 2 | 12 | 4 | -0.4 | -0.1 | -2 | 0.96 | -12
N/C(=N\OCc1ccc([N+](=O)[O-])cc1)c1ccccn1 | 16 | 0 | -1 | -34 | 1 | -1.5 | -0.4 | 96* | 1.6 | 34
O=c1cc(-c2ccc([N+](=O)[O-])cc2)c2cc3c(cc2[nH]1)OCCO3 | 98 | 1 | -6 | -10 | 2 | 0.1 | -0.2 | 0 | 1.1 | 10
COc1ccc(CCN(Cc2ccccn2)C(=S)Nc2cccc(C)c2)cc1OC | 94 | 1 | 2 | 1 | -7 | -1.0 | 0.1 | -5 | 1.1 | -1
c1ccc(OCCOc2ncnc3sccc23)cc1 | 131* | 1 | -7 | -67 | 3 | 3.8 | -0.3 | -4 | 2.7 | 67

An excerpt from above with just NF-kB expr up, FLuc inh counter and APP 5'UTR act.
SMILES | NF-kB expr up | FLuc inh counter | APP 5'UTR act
CC(=O)NC(=S)Nc1ccccc1C(=O)Nc1ccccc1 | 1.5 | 1 | 4
O=C(/C=C/c1cccc(Oc2ccccc2)c1)N1CCOCC1 | 2.6 | 18 | 145*

Later entries.
SMILES | STAT1 act | FLuc act counter | Efa HMGR inh | APP 5UTR inh | G6PDH CS | Redox H2O2 prof | Hsp70 activator | FLuc inh counter | NF-kB expr up | APP 5'UTR act
O=C(CN1C(=O)C2CC=CCC2C1=O)NCC1COc2ccccc2O1 (centres undefined) | 110 | 1 | -2 | 10 | 1 | 1.6 | 0.0 | -1 | 1.1 | -10
CCOC(=O)N1CCC(NS(=O)(=O)c2ccc3c(c2)C(C)(C)C(=O)N3C)CC1 | 99 | 1.1 | 1 | 5 | 4 | 0.1 | -0.3 | -8 | 1 | -5
OC(CN1CCN(c2ccccc2)CC1)c1c[nH]c2ccccc12 (centres undefined) | 97 | 1 | 2 | -1 | 5 | 2.4 | -0.2 | -4 | 0.7 | 1
CC(C)CNc1c(N)c(=O)oc2ccccc12 | 98 | 1 | 3 | 6 | -3 | -0.7 | 0.2 | -5 | 0.75 | -6
COC(=O)c1c(C)[nH]c(C)c1-c1ccccc1 | 95 | 1.1 | -3 | 5 | 14 | -1.2 | -0.3 | -7 | 0.96 | -5
CCCOc1ccc2c(=O)c(N3C(=O)c4ccccc4C3=O)c(C)oc2c1 | 103 | 1.1 | 2 | 4 | 8 | -0.6 | -0.1 | -8 | 1.1 | -4
Cc1c(-c2ccccc2)oc2c(C(=O)N3CCN(c4ccccc4F)CC3)cccc2c1=O | 99 | 1.1 | 0 | 10 | 4 | 0.1 | -0.4 | -7 | 0.41 | -10
CCOC(=O)Nc1ccc2c(c1)Nc1ccccc1S2 | 97 | 1 | -2 | -2 | 5 | -1.5 | -0.3 | -2 | 1.3 | 2
CC1CN(C(=O)COC(=O)c2cc([N+](=O)[O-])ccc2Cl)CC(C)O1 (centres undefined) | 92 | 1 | 0 | 23 | -3 | -2.5 | 0.1 | -2 | 1.3 | -23
Cc1nn(-c2cc(C)c3ccccc3n2)c2c1CCC2 | 103 | 0.9 | -1 | 2 | -35 | 1.6 | 0.1 | 12 | 1.7 | -2
CCOc1cccc(OCCOCCn2cnc3ccccc3c2=O)c1 | 113 | 1 | -6 | 18 | 1 | 0.1 | -0.3 | -2 | 0.97 | -18
CCOc1cc(C(=O)NC(C)CC)cc(OCC)c1OCC (centres undefined) | 101 | 1 | -1 | -12 | 2 | 1.4 | 0.0 | -4 | 1.1 | 12
CSc1nc2nc3c(cn2n1)C(=O)CC(c1ccccc1)C3 (centres undefined) | 105 | 1.1 | -7 | -24 | -3 | 0.3 | -0.2 | -6 | 1.1 | 24
COc1cccc(CNC(=O)c2c[nH]n3c(=O)c(Cl)c(C)nc23)c1 | 95 | 1 | 2 | -28 | -2 | 0.5 | -0.3 | -2 | 0.93 | 28
O=C(Nc1ccc2c(c1)OCO2)N1CCN(c2cccc(C(F)(F)F)c2)CC1 | 100 | 1.1 | 0 | -28 | -8 | 0.8 | -0.3 | -6 | 1.2 | 28
CCOC(=O)N1CCC(N2Cc3cccc(C(=O)Nc4cc(F)ccc4F)c3C2=O)CC1 | 103 | 1.1 | 0 | -11 | -6 | -1.0 | -0.1 | -6 | 1.1 | 11
COc1ccc(/C=N/OC/C(O)=C(\C#N)c2nc3ccccc3[nH]2)cc1OC | 106 | 1 | -1 | -1 | 12 | 0.2 | -0.2 | -4 | 0.99 | 1
O=c1c2ccccc2nc2n1CCN2Cc1ccc(Cl)cc1 | 99 | 1.1 | 0 | -12 | -12 | -0.4 | -0.3 | -9 | 1 | 12
CNC(=O)CSc1nc(SC)ns1 | 98 | 1 | 6 | -1 | 1 | 0.3 | -0.3 | -4 | 1.5 | 1
CC(C)(C)NC(=O)C(c1ccncc1)N(C(=O)Cn1nnc(-c2ccc(F)cc2)n1)c1ccc(F)cc1 (centres undefined) | 100 | 1 | -2 | -22 | 18 | -0.6 | -0.2 | -4 | 1.1 | 22
Cc1cc(NC(=O)CCNS(=O)(=O)c2cc(Br)cnc2N)ccc1Br | 101 | 1.1 | -2 | -3 | 0 | 0.2 | 0.0 | -6 | 0.92 | 3
Cc1cc(C(=O)OCC(=O)c2ccc(Br)s2)c(C)o1 | 99 | 1 | 0 | 11 | -4 | -0.3 | 0.0 | 4 | 1.7 | -11
CCC12CN3CCN(CC(C3)/C1=N\NC(=O)c1ccc(C(C)(C)C)cc1)C2 | 113 | 1.1 | -6 | 5 | -3 | -0.3 | -0.2 | -7 | 1.2 | -5
CC(C)C(=O)NC(=S)Nc1ccccc1C(=O)Nc1ccccc1 | 97 | 1.1 | -5 | -4 | 10 | -4.8 | 1.1 | -5 | 1.1 | 4
CC(C)OC(=O)/C(=C\c1cccc2ccccc12)NC(=O)c1ccccc1 | 102 | 1 | -1 | -1 | -4 | -0.3 | 0.0 | -3 | 0.82 | 1
COc1ccc(S(=O)(=O)N(C)CC(=O)NCCC2=CCCCC2)cc1 | 101 | 1.1 | -4 | -11 | 6 | -1.8 | -0.2 | -8 | 0.87 | 11
CC(C)CNC(=O)c1ccccc1NC(=O)Nc1ccccc1 | 100 | 1 | -2 | -1 | -3 | 0.7 | -0.1 | 5 | 0.98 | 1
Cc1cc(C(=O)NCc2ccc(S(N)(=O)=O)cc2)c(C)o1 | 98 | 1.1 | -1 | -1 | 0 | 0.4 | -0.4 | -7 | 1.1 | 1
CCOC(=O)c1nnn(-c2nonc2-n2cccc2)c1-c1cccc([N+](=O)[O-])c1 | 92 | 1.1 | -10 | 12 | 8 | -1.6 | 0.0 | -8 | 1.1 | -12
Cc1cc[n+](CC(=O)N2CCCc3ccccc32)cc1 | 104 | 1 | -5 | -10 | 6 | -1.0 | -0.1 | -4 | 1.4 | 10
CC1=C(C(N)=O)C(c2cccnc2)n2nc(-c3cccc(Cl)c3)nc2N1 (centres undefined) | 110 | 1 | -5 | 0 | 2 | -0.2 | -0.2 | -2 | 0.96 | 0
CC(C)Oc1ccccc1OCCN(C)C | 104 | 1.1 | -2 | -9 | 1 | -0.5 | -0.2 | -6 | 1.3 | 9
CCOC(=O)c1c(CSc2ccc(C)cc2)oc2ccc(O)cc12 | 98 | 1 | 5 | 10 | -4 | 0.0 | -0.3 | -1 | 1.9 | -10
COc1ccc(CC(=O)Nc2nc(-c3cccnc3)cs2)cc1 | 100 | 1.1 | 0 | -16 | 1 | 0.5 | -0.5 | -6 | 1.2 | 16
Cc1cccn2c(=O)c3cc(C#N)c(=N)n(CCCN4CCOCC4)c3nc12 | 108 | · | · | -26 | · | 1.4 | 0.0 | · | · | 26
O=C(COC(=O)c1cccc2c1C(=O)c1ccccc1C2=O)NC1CCCCC1 | 106 | 1 | 5 | 11 | -20 | -0.1 | -0.5 | -3 | 0.37 | -11
O=C1N=c2ccc(Br)cc2=C1c1sc(=S)n(NS(=O)(=O)c2ccccc2)c1O | 94 | 1 | 1 | 5 | 6 | 0.1 | -0.3 | 2 | 1.2 | -5
CC(=O)Nc1nc(NC(=O)/C=C/c2ccccc2)n(-c2ccccc2)n1 | 92 | 1.1 | -6 | 11 | 1 | -0.3 | -0.2 | -5 | 0.61 | -11
C=CCNC(=S)NNC(=O)c1ccccc1 | 90 | 1 | -6 | 2 | -13 | 1.1 | 0.0 | -3 | 1.1 | -2
COc1ccccc1OCc1ccc(C(=O)NCc2cccnc2)o1 | 102 | 1 | -4 | -14 | -2 | 2.0 | 0.1 | -4 | 1.1 | 14
CCCCCCNC(=O)c1ccc(Br)o1 | 106 | 1 | -4 | -8 | 2 | 0.8 | -0.1 | 2 | 1.8 | 8
CCOC(=O)C(NC(C)=O)(NS(=O)(=O)c1ccccc1)C(F)(F)F (centres undefined) | 108 | 1 | -2 | -10 | -8 | 13 | -0.3 | -2 | 1 | 10
CCCCCCCC(=O)NC(Nc1ccccc1OC)C(Cl)(Cl)Cl (centres undefined) | 95 | 1 | -2 | -3 | 3 | -3.3 | -0.1 | -4 | 1 | 3
CCN(CC)S(=O)(=O)c1ccc(OC(C)C)c(N)c1 | 99 | 1 | -5 | 13 | 7 | -0.2 | 0.1 | -2 | 1.9 | -13
OCCN1CCN(CC(O)COc2ccc(-c3ccccc3)cc2)CC1 (centres undefined) | 110 | 1.1 | -5 | · | 0 | 0.2 | -0.1 | -6 | 1.6 | ·
